# HT1080-NT tox – qHTS for induction of synthetic lethality in tumor cells producing 2HG: qHTS for the HT-1080-NT fibrosarcoma cell line. Potency, µM (titrated, usually from 46.1 µM), without a hit: top-dose activity, negative = less viability, hits mostly cytotoxic. 360,000 tested, 1.6% active. HT-1080-NT fibrosarcoma viability, CellTiter-Glo ATP luminescence, 48 h;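 further: NT is the 2HG producing partner of a matched IDH1 knockdown line; potency means the concentration at half of the fitted maximal effect; 0% = DMSO-treated cells and -100% = media-only wells without cells; nearly all actives have a fitted effect of over 55% in size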
#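 Compounds were tested in concentration-response format on HT-1080-NT cells for 48 hours at 37 degrees C. Cell viability came from CellTiter-Glo luminescence; curves were classified by r2, response magnitude and activity.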
# MCF10A rereplic – A quantitative high throughput screen for small molecules that induce DNA re-replication in MCF 10a normal breast cells | Potency, µM (titrated, usually from 46.1 µM), without a hit: top-dose activity, positive = re-replication, most hits filed as activators | 350,000 tested, 2.9% active | MCF 10A DNA re-replication, Hoechst nuclear intensity, 48 h; further: potency means the concentration at half of the fitted maximal effect; % of control where 0% means no effect; nearly all actives have a fitted effect of over 50% in size
# ATXN viability – Viability Counterscreen for Primary qHTS for Inhibitors of ATXN expression. 400,000 tested, 0.49% active. Potency, µM (top dose mostly 56.7 µM), actives largely listed as cytotoxic. S2 cells (HEK-293 line with an ATXN2-luciferase reporter) viability, CellTiter-Fluor protease fluorescence, 24 h; further: potency means the concentration at half of the fitted maximal effect; nearly all actives have a fitted effect of over 40% in size
# ATXN2 expr inh – Primary qHTS for Inhibitors of ATXN expression. HEK-293 ATXN2-luciferase reporter, luminescence, 24 h. AID 1745845, 2022. Potency, µM (titrated, usually from 57 µM), without a hit: top-dose activity change, negative = inhibition, actives largely listed as inhibitors. 360,000 tested, 0.72% active; further: potency means the concentration at half of the fitted maximal effect; on the % scale 0 is the no-effect control and ±100 the full control effect; nearly all actives have a fitted effect of over 55% in size
#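 ATXN2-luciferase reporter cells (luciferase flanked by upstream and downstream ATXN2 gene portions) were treated 24 h at 37 °C with compounds at up to 57 uM. SteadyGlo luminescence gave expression; GF-AFC fluorescence gave viability.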
# SW480 rerep – A quantitative high throughput screen for small molecules that induce DNA re-replication in SW480 colon adenocarcinoma cells. SW480 DNA re-replication, Hoechst DNA content imaging, 48 h. 340,000 tested, 1.8% active. Potency, µM (highest dose often 46.1 µM), without a hit: at the top dose re-replication activation, actives largely listed as activators; further: potency means the concentration at half of the fitted maximal effect; % of control where 0% means no effect; nearly all actives have a fitted effect of over 55% in size
#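 First, 250 cells per well were seeded. Next, compound or vehicle (23 nL) was pinned in, plates sat 48 hr at 37 C. Finally Hoechst was added for 40 min before fluorescence scanning.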
# KB-3-1 cytotox – qHTS assay for MDR1-selective chemotherapeutics: Primary screen using the parental adenocarcinoma cell KB-3-1. KB-3-1 viability, CellTiter-Glo ATP luminescence, 72 h. Potency, µM (top dose mostly 46.1 µM), without a hit: at the highest dose activity change, negative = cytotoxic, hits mostly cytotoxic. 400,000 tested, 1.4% active. AID 1347075, 2019; further: potency means the concentration at half of the fitted maximal effect; on the % scale 0 is the no-effect control and ±100 the full control effect; nearly all actives have a fitted effect of over 60% in size
#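 Viability of parental KB-3-1 cells, measured by CellTiter-Glo luminescence, followed a 72 h incubation at 37 °C with pinned compounds in phenol-red-free DMEM containing 10% FBS.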
# HepG2 tox – qHTS for Inhibitors of TGF-b: Cytotox Counterscreen; HepG2 CAGA-GFP viability, ATP luminescence, 18 h; Potency, µM (top dose mostly 46.1 µM), without a hit: at the top dose activity change, negative = cytotoxicity, usual class: cytotoxic; 410,000 tested, 0.76% active; AID 588856, 2011; further: potency means the concentration at half of the fitted maximal effect; some results filed as inactive show a strong effect at the top dose
#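 CellTiter-Glo luminescence gave cytotoxicity after 18 hours at 37 degrees C. The cells were HepG2 CAGA-GFP in 1% FBS DMEM, stimulated with 500 pg/mL TGF-beta after compound addition. %Activity was normalised to no-cell wells (complete cell-killing) and DMSO (no toxicity), and curves were fitted and classified.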
# IL-1B inflam inh – qHTS for Inhibitors of Inflammasome Signaling: IL-1-beta AlphaLISA Primary Screen | THP-1 LPS/ATP IL-1B secretion, AlphaLISA, 16 h; active compounds read low | activity change, % at 57.5 µM | 360,000 tested, 4.7% active; in the data active means activity change below about -50%; inconclusive means mostly about -30% to -49%; further: on the % scale 0 is the no-effect control and ±100 the full control effect
#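 THP-1 cells pretreated 1 hr with compounds (up to 57.5 uM final), then stimulated with LPS (250 ng/mL final) plus ATP (1.25 mM final); secreted IL-1B measured by AlphaLISA after 16 hr, decreased signal indicating inhibition.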
# HT1080 IDH1KD tx – qHTS for induction of synthetic lethality in tumor cells producing 2HG: qHTS for the HT-1080-IDH1KD cell line; AID 686971, 2013; Potency, µM (series often up to 46.1 µM), inactives show at the top dose activity, negative = toxicity, actives largely listed as cytotoxic; HT-1080 IDH1 knockdown viability, ATP luminescence, 48 h; 360,000 tested, 2% active;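 further: potency means the concentration at half of the fitted maximal effect; 0% = DMSO wells and -100% = cell-free medium wells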
#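 After a 2 h attachment period, IDH1KD HT-1080 cells took pin-transferred compound for 48 h at 37 °C; ATP-based luminescence after 10 min room-temperature reagent incubation reported viability.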
# An asterisk follows results filed as active; i = inactive; ? = inconclusive; . = not tested or not shown; [ ] = remark or other dose. Unless noted, the call rests on the fitted dose curve; in most records, active means well fitted curve in the direction sought with a large enough effect; inconclusive means small, poorly fitted or top-dose-only effect, or another doubt; inactive means no such curve, though single readings can be large; an effect the other way counts as inactive or inconclusive.
SMILES,HT1080-NT tox,MCF10A rereplic,ATXN viability,ATXN2 expr inh,SW480 rerep,KB-3-1 cytotox,HepG2 tox,IL-1B inflam inh,HT1080 IDH1KD tx
CCN(CC)CCNC(=O)c1ccc2c(=O)n3nc(Nc4cccc(Cl)c4C)sc3nc2c1,.,.,?,?,.,?,-62%,.,.
COCCNC(=O)c1cc(-c2ccccn2)nc2ccc(S(=O)(=O)N3CCC(C)CC3)cc12,1%,?,i,.,-7%,3%,5%,21,0%
COc1cc(CNc2nnnn2C)ccc1OCc1c(F)cccc1Cl,22%,4%,?,-5%[11.3 µM],-9%,-5%,1%,-1,2%
O=C1NC2(CCCCCC2)C(=O)N1Cc1ccc(Cl)cc1Cl,-1%,10%,i,-24%,1%,-15%,-1%,-63*,-6%
Cc1c(N(C)S(=O)(=O)c2cc(C(=O)N3CCCC3)ccc2Cl)c(=O)n(-c2ccccc2)n1C,-2%,?,i,2%,0%,.,-1%,1,14%
CC(CC1C(C#N)=C(N)SC(N)=C1C#N)c1ccccc1 (stereo unspecified),2%,?,i,22%,-1%,-14%,-9%,7,8%
CCC(CC)C(=O)Nc1cccc(S(=O)(=O)c2cccc(NC(=O)C(CC)CC)c2)c1,-9%,0%,.,.,-6%,-5%,-4%,35,-2%
CCN(CC(=O)Nc1ccc(NC(C)=O)cc1)C(=O)c1cc2c(s1)CCCCC2,2%,-5%,?,10%,-25%,14%,-1%,3,0%
CC(C)CCNC(=O)c1cc2c(=O)n3ccccc3nc2s1,-2%,9%,.,22%,?,6%,-1%,-17,16%
CCN1CCN(Cc2c(O)ccc3c(=O)c(-c4ccccc4OC)coc23)CC1,0%,0%,i,2%,-7%,-1%,-4%,13,7%
COc1ccc(NC(C)=O)cc1NC(=O)CN1CCN(C(=O)c2ccco2)CC1,8%,-3%,i,8%,-10%,0%,-2%,19,-3%
COc1ccc(/C=N/NC(=O)C(=O)N2CCCC2)cc1,8%,-6%,i,-24%[11.3 µM],-3%,14%,27%,4,-7%
CC(C)(C)c1ccc(C(=O)c2c[nH]c(C(=O)NCc3ccco3)c2)cc1,-21%,?,i,-1%,1%,-2%,-6%,5,-18%
O=C(NCC1CCCO1)c1ccccc1NS(=O)(=O)c1cccs1 (stereo unspecified),?,-15%,i,10%,?,17%,7%,2,21%
Cc1cc(OCC(=O)c2ccc(Br)cc2)ccc1N1C(=O)CCC1=O,-6%,-1%,i,-1%,-2%,1%,0%,0,5%
O=C(O)CCCCNCc1ccccc1,8%,-5%,i,3%,-1%,2%,-10%,1,-2%
O=C(CCn1cccn1)N1CCCC(N2CCN(c3cccc(Cl)c3)CC2)C1 (stereo unspecified),6%,0%,i,3%,-1%,0%,9%,34,9%
O=C(COc1cccnc1[N+](=O)[O-])N1CCN(S(=O)(=O)c2ccc3ccccc3c2)CC1,21%,3%,i,-17%,1%,?,-4%,10,5%
S=C(NC1CC1)SCc1ccco1,-2%,0%,i,.,-3%,9%,-16%,4,-4%
O=C(CN1CCN(c2ccc(O)cc2)CC1)N(C1CC1)C1CCS(=O)(=O)C1 (stereo unspecified),22%,-6%,i,-15%,-4%,4%,-4%,0,3%
Cc1cc(C=C2C(=O)c3ccccc3C2=O)c(C)n1-c1ccc(C(=O)O)cc1,0%,14%,?,-23%,0%,-4%,-15%,-56*,5%
C(=N\Nc1ccc2nncn2n1)/c1ccco1,3%,9%,i,15%,-7%,5%,1%,35,-2%
CCCNC(=O)C1(C)CCCN(C(=O)Cc2cccc(OC)c2)C1 (stereo unspecified),0%,.,i,-6%,.,0%,-7%,-18,12%
COc1ccc2c(c1)C(NC(C)=O)C(=O)N2CCc1ccccc1 (stereo unspecified),7%,2%,i,28%,-4%,-2%,2%,-3,9%
O=C(Nc1ccccc1)c1cc(-c2ccccc2Cl)no1,18%,18%,i,110%[activator],29%,20%,-5%,5,13%
O=[N+]([O-])c1cccc(COc2ccc(CN3CCCCC3)cc2)c1,-6%,21%,i,5%,-51%[inhibitor],0%,-15%,-12,-3%
COC(=O)C1(O)CC(C(C)C)=NN1C(=O)c1ccccc1 (stereo unspecified),25%,-2%,i,-12%,-2%,4%,-7%,5,25%
CCN(CC(=O)Nc1c(F)cccc1F)C(=O)Cc1ccc2c(c1)CCC2,-6%,-8%,i,-26%,-17%,0%,-12%,-16,1%
COc1ccc(C(=O)Nc2ccc(S(=O)(=O)Nc3cc(C)nc(C)n3)cc2)cc1OC,15%,-1%,i,-3%,3%,12%,0%,19,27%
CCOC(=O)C1(Cc2ccccc2)CCN(Cc2cccn2-c2cccnc2)CC1,2%,-4%,i,.,1%,-13%,-37%,-8,-2%

# In the list so far, these have a COOH group:
SMILES,HT1080-NT tox,MCF10A rereplic,ATXN viability,ATXN2 expr inh,SW480 rerep,KB-3-1 cytotox,HepG2 tox,IL-1B inflam inh,HT1080 IDH1KD tx
O=C(O)CCCCNCc1ccccc1,8%,-5%,i,3%,-1%,2%,-10%,1,-2%
Cc1cc(C=C2C(=O)c3ccccc3C2=O)c(C)n1-c1ccc(C(=O)O)cc1,0%,14%,?,-23%,0%,-4%,-15%,-56*,5%

# (next part)
SMILES,HT1080-NT tox,MCF10A rereplic,ATXN viability,ATXN2 expr inh,SW480 rerep,KB-3-1 cytotox,HepG2 tox,IL-1B inflam inh,HT1080 IDH1KD tx
O=[N+]([O-])c1ccc(Oc2cccc3cccnc23)c([N+](=O)[O-])c1,?,21µM*,i,11%,?,-23%,-37%,-29,23µM*
CCN(CC)CCNc1nc(-c2cccs2)c(CC(=O)O)s1,25%,1%,i,-15%,1%,-6%,-7%,-4,11%
COc1cc(/C=N/N2C(=O)c3ccccc3NC2(C)c2cccc([N+](=O)[O-])c2)cc(Br)c1O (stereo unspecified),-10%,1%,i,6%,1%,15%,-17%,?,-14%
Cc1ccc(S(=O)(=O)NCC(=O)OCC(=O)Nc2ncc(Cl)cc2Cl)cc1,2%,-1%,i,-3%,-4%,0%,-35%,-8,0%
Cc1ccc(OCC(=O)NNC(=O)C2CCN(c3nccc(C)n3)CC2)cc1,-1%,-27%,i,-4%,-1%,3%,-11%,19,8%
c1ccc(C2(CNc3ccccn3)CCCC2)cc1,7%,29%,i,-13%,1%,-6%,-26%,6,?
O=C(Nc1ccccc1)N(Cc1ccccc1)CC(O)C(F)(F)F (stereo unspecified),-1%,?,i,2%,-3%,-1%,13%,-3,2%[9.24 µM]
CC(=O)NCCn1c(SCC(=O)NCC2CCCO2)nc2ccccc2c1=O (stereo unspecified),-4%,-10%,i,15%,-4%,6%,1%,15,4%
CCOC(=O)c1sc(N(Cc2ccccc2)C(=O)CSc2nnc(C3CC3)n2N)nc1C,-5%,28%,i,24%,-3%,2%,-23%,-14,?
Cc1noc(NS(=O)(=O)c2ccc(NC(=O)/C=C/c3ccc(Cl)cc3Cl)cc2)c1C,13%,.,i,.,.,-14%,-8%,-2,13%
CSc1nnc(-c2cc(-c3ccc(C)cc3)nc3ccccc23)o1,17%,3%,i,-3%,2%,9%,-1%,-2,19%
Cc1ccc2nc(SCC(=O)NC3CCCCC3)nc(=O)n2c1,8%,-1%,i,-2%,-63%[inhibitor],6%,3%,5,-9%
Cc1nn(Cc2c(F)c(F)c(F)c(F)c2F)c(C)c1NC(=O)c1ccc(COc2ccccc2Cl)cc1,21%,?,i,-9%,1%,-22%,-7%,6,16%
Cl/C(=C\n1cncn1)c1ccc(Cl)cc1Cl,.,6%,i,3%,-7%,.,.,.,.
CC(CNC(=O)COC(=O)c1cccnc1Cl)c1ccccc1 (stereo unspecified),25%,1%,i,6%,-20%,2%,-2%,-13,13%
O=C(c1ccccc1)N1CCN(C(=O)c2ccc3c(c2)OCO3)CC1,17%,-3%,i,2%,-10%,-4%,1%,-5,16%
CCOC(=O)c1noc2ncnc(Nc3cc(Cl)c(OC)cc3OC)c12,.,.,i,7%,.,3%,-9%,.,.
CC(C)c1ccc(S(=O)(=O)c2nnn3c2nc(NCC2CCCO2)c2ccccc23)cc1 (stereo unspecified),4%,1%,i,5%,?,-3%,13%,10,1%
O=C(Nc1ccc(OC(F)F)c(Cl)c1)Nc1ccc2c(c1)OCO2,-24%,?,?,-12%,-4%,?,11µM*,-79*,?
Cc1cc(N2CCN(C(=O)/C=C/C(=O)O)CC2)c2ccccc2n1,0%,-7%,?,.,?,3%,-3%,10,-1%
CCN(C)C1CN(Cc2cn(Cc3ccc(Cl)cc3)nn2)S(=O)(=O)C1 (stereo unspecified),22%,.,i,4%,.,6%,.,3,0%
Cc1ccc(CN(C(=O)COc2ccc(Br)cc2)c2ccccn2)o1,.,.,i,32%[activator],.,-2%,-12%,.,.
COc1ccc(S(=O)(=O)N2CCN(c3ccccc3OC)CC2)cc1C(=O)N1CCCCC1,0%,-4%,i,-12%,-5%,-6%,-4%,5,-5%
Oc1c(/C=N/Nc2cccc3cccnc23)ccc2ccccc12,7%,?,i,65%[activator],28%,2%,-2%,-14,9%
CC(=O)c1ccccc1NS(=O)(=O)c1ccccc1Cl,12%,-7%,i,36%[11.3 µM],-11%,?,12%,29,-1%
COc1ccc(C(C)(C)C)cc1NC(=O)COC(=O)c1nc2nccc(C)n2n1,2%,13%,i,-4%,-3%,-32%,0%,41,-2%
CC1CC(C)CN(c2nc3c(c(=O)[nH]c(=O)n3C)n2CCCSc2nc3ccccc3s2)C1 (stereo unspecified),1%,-2%,i,1%,-7%,6%,3%,7,10%

# From PubChem BioAssay
